HT1080 IDH1KD tx – kills HT-1080 cells with IDH1 knockdown; HT-1080 IDH1 knockdown viability, ATP luminescence, 48 h; Potency, µM (doses to about 46.1 µM), without a hit: at the top dose activity, negative = toxicity, most hits filed as cytotoxic; 360,000 compounds, 2% hits;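 also: potency is read from the fitted curve at half-maximal effect; 0% = DMSO wells and -100% = cell-free medium wells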
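HT-1080-IDH1KD cells (IDH1 knocked down), 750/well in RPMI with 5% FBS, treated with compound 48 h at 37 degrees C. Viability by CellTiter-Glo luminescence, normalised to DMSO and no-cell wells; concentration-response curves classed.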
DRD3 antagonist – antagonists of human D3 dopamine receptor; P35462; D3R cells, DiscoveRx beta-arrestin luminescence, antagonist mode; active compounds read low; max response, negative = inhibition, %; 360,000 compounds, 2.5% hits; in the data active = max response below about -50%; inconclusive = no clear call, values can overlap the other calls; also: % is scaled to controls: 0 for no effect and ±100 for the full control effect; mostly tested at two doses, the higher about 12 µM
Target sequence (P35462 whole entry, looked up): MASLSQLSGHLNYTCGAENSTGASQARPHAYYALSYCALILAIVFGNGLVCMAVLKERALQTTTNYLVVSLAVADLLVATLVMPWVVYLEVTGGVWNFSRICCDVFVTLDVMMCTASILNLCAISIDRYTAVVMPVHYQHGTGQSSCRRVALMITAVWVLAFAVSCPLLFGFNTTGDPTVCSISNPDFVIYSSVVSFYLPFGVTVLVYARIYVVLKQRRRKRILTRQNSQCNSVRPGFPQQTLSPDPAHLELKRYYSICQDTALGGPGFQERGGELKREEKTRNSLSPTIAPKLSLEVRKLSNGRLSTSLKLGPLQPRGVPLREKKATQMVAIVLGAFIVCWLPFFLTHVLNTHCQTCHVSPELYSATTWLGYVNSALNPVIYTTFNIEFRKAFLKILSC
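Cells expressing the human receptor were seeded at 1500 cells/well, incubated overnight at 37 degrees C in 5% CO2, then exposed to library compounds with dopamine controls for 90 minutes at 37 degrees C before luminescent detection.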
GLP-1R agonist – GLP-1 receptor (human) agonism; P43220; 380,000 compounds, 0.007% hits; Potency, µM (series often up to 45.6 µM), for the others: at the highest dose activation, usual class: activators; AID 624172; HEK293 GLP-1R CRE-luciferase, luminescence, 4-6 h; cells express a hypersensitive GLP-1R form; also: potency is read from the fitted curve at half-maximal effect; % of control where 0% means no effect
Target sequence (P43220 whole entry, looked up): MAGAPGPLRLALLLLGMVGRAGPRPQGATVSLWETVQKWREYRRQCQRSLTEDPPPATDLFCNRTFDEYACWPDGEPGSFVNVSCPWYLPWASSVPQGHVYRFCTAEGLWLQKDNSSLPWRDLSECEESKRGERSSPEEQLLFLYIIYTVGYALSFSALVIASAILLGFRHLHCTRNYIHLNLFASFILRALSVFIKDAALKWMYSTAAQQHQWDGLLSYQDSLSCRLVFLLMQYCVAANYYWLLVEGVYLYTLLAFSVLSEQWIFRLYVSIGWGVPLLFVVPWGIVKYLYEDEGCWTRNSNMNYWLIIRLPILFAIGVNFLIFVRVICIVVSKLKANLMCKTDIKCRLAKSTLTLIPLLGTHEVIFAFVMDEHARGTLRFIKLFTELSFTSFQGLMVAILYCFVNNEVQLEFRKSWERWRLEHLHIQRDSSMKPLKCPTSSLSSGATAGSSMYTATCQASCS
HT1080NT lethal – kills 2HG-producing HT-1080-NT fibrosarcoma cells | HT-1080-NT fibrosarcoma viability, CellTiter-Glo ATP luminescence, 48 h | AID 686970 | 360,000 compounds, 1.6% hits | Potency, µM (top dose mostly 46.1 µM), for inactives: at the highest dose activity, negative = less viability, usual class: cytotoxic;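 also: NT is the 2HG producing partner of a matched IDH1 knockdown line; potency is read from the fitted curve at half-maximal effect; 0% = DMSO-treated cells and -100% = media-only wells without cells; nearly all actives have a fitted effect of over 55% in size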
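Fibrosarcoma NT cells, 750 per well in 5% FBS RPMI, were exposed to compound for 48 hours. Viability: CellTiter-Glo luminescence.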
KB-V1 MDR tox – kills drug-selected multidrug resistant KB-V1 cells; KB-V1 MDR cells viability, CellTiter-Glo, 72 h; AID 1347076; Potency, µM (series often up to 46.1 µM), inactives show top-dose activity change, negative = cytotoxicity, usual class: cytotoxic; 400,000 compounds, 3.4% hits; also: potency is read from the fitted curve at half-maximal effect; % is scaled to controls: 0 for no effect and ±100 for the full control effect; nearly all actives have a fitted effect of over 60% in size
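Luminescent ATP read-out (CellTiter-Glo, 10 min) measures survival of drug-selected KB-V1 MDR cells after 72 h, 37 degrees C compound exposure. Medium: phenol-red-free DMEM, 10% FBS. Values from fitted concentration-response curves.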
SW480 rereplic – induces DNA re-replication in SW480 colon adenocarcinoma cells | SW480 DNA re-replication, Hoechst DNA content imaging, 48 h | Potency, µM (titrated, usually from 46.1 µM), for the others: at the highest dose re-replication activation, hits mostly activators | 340,000 compounds, 1.8% hits; also: potency is read from the fitted curve at half-maximal effect; % of control where 0% means no effect; nearly all actives have a fitted effect of over 55% in size
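Cells (250 per well) received 23 nL compound or DMSO by pin tool and were kept 48 hr at 37 C, 5% CO2. Nuclei were then stained with Hoechst for 40 min and scanned for DNA content.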
KB-3-1 cytotox – KB-3-1 parental cell cytotoxicity. KB-3-1 viability, CellTiter-Glo ATP luminescence, 72 h. Potency, µM (titrated, usually from 46.1 µM), for the others: at the highest dose activity change, negative = cytotoxic, actives largely listed as cytotoxic. 400,000 compounds, 1.4% hits. AID 1347075; also: potency is read from the fitted curve at half-maximal effect; % is scaled to controls: 0 for no effect and ±100 for the full control effect; nearly all actives have a fitted effect of over 60% in size
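Here the drug-naive KB-3-1 line serves as comparator for MDR sub-line selectivity; cells received compound titrations, 72 h at 37 °C, then CellTiter-Glo readout.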
IL1B secr inh – blocks inflammasome-driven IL-1 beta release | 360,000 compounds, 4.7% hits | THP-1 LPS/ATP IL-1B secretion, AlphaLISA, 16 h; active compounds read low | activity change, % at 57.5 µM; in the data active = activity change below about -50%; inconclusive = mostly about -30% to -49%; also: % is scaled to controls: 0 for no effect and ±100 for the full control effect
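THP-1 cells pretreated 1 hr with compounds (up to 57.5 uM final), then stimulated with LPS (250 ng/mL final) plus ATP (1.25 mM final); secreted IL-1B measured by AlphaLISA after 16 hr, decreased signal indicating inhibition.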
D3 ag – activates the human D3 dopamine receptor; max activation, %; D3R DiscoveRx beta-arrestin cells, luminescence, 90 min; 410,000 compounds, 0.58% hits; AID 652048; in the data active = max activation above about 30%; also: 0% is about no effect; mostly tested at two doses, the higher about 12 µM
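Cells at 1500/well, incubated overnight, then treated with pinned compounds (dopamine as control) for 90 min at 37 degrees C. DiscoveRx reagent added for 30 - 60 minutes at room temperature; luminescence read.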
* = called active by the depositor; ? = inconclusive; . = not tested or not shown; [ ] = remark or other dose. Unless noted, calls follow the shape of the dose curve; as a rule, active = well fitted curve in the direction sought with a large enough effect; inconclusive = small, poorly fitted or top-dose-only effect, or another doubt; inactive = no such curve, though single readings can be large; an effect the other way counts as inactive or inconclusive.

Under each structure – HT1080 IDH1KD tx, DRD3 antagonist, GLP-1R agonist, HT1080NT lethal, KB-V1 MDR tox, SW480 rereplic, KB-3-1 cytotox, IL1B secr inh, D3 ag
COc1ccccc1-n1c(-c2ccc(C)cc2)nc2ccccc2c1=O
→ -16%, 7, ?, -9%, 18%, ?, -2%, 1, -11
COC(=O)CN(CCCl)P1(=O)OCCCN1CCCl (centres undefined)
→ ?, 10, -5%, 23%, -18%, ., 24%, 42, 1
COC(=O)C1=C(c2cc3ccccc3o2)C[C@@H]2CC[C@H]1N2C(=O)NCc1ccc(F)cc1
→ ?, -6, 3%, -27%, -9%, 5%, ?, -14, -18
COC(=O)CSC1=NP(=S)(SCC(=O)OC)N2CCCC2=C1C#N (centres undefined)
→ 0%, -21, -7%, 5%, 11%, -3%, -4%, -94*, 1
O=C1NC(=O)C(=Cc2cccs2)C(=O)N1
→ -10%, -17, -2%, 2%, -1%, ?, -2%, -18, 4
Oc1ccc2c3c1O[C@H]1c4[nH]c5ccccc5c4C[C@@]4(O)[C@@H](C2)N(CC2CC2)CC[C@]314
→ ?, 8, 20%, ?, -17%, ?, 0%, -61*, 0
CCN1CCN(c2nc3c(c(=O)[nH]2)CCC3)CC1
→ 7%, 0, -5%, 11%, -7%, -3%, 5%, 10, -7
Cc1cccc(-n2c(O)c(/C=N/N3CCOCC3)c(=O)[nH]c2=S)c1
→ -1%, 10, 3%, 0%, 20%, -6%, 5%, 10, -10
CCOc1ccc(N2C(=O)NC(=O)/C(=C\c3ccccc3[N+](=O)[O-])C2=O)cc1
→ 0%, 25, -1%, -1%, 8%, ?, 3%, -1, 9
CNC1(c2ccc(F)cc2)CCCCC1
→ 16%, -6, 9%, 10%, -18%, -2%, -8%, -8, -12
CCOCCCn1c(N)c(C(=O)Nc2sc3c(c2C(=O)OC)CCCC3)c2nc3ccccc3nc21
→ 15%[9.24 µM], -21, -2%, -5%, -14%, 0%, -5%, 5, -10
NC1(C(=O)O)CCCc2ccc(N(CCCl)CCCl)cc21 (centres undefined)
→ -5%, -5, 8%, 2%, 14%, ?, -7%, 14, 2
CCCCn1c(-c2ccoc2C)n[nH]c1=S
→ -10%, ?, 2%, -8%, 0%, -23%, -16%, -23, 0
CN1CCN(C(=O)COc2ccc(S(=O)(=O)Nc3ccc(F)cc3)cc2)CC1
→ 12%, 6, -1%, 10%, 4%, ?, 1%, 23, -1
CN(Cc1cccc(-c2ccncc2)c1)C(=O)Oc1ccccc1Cc1ccccc1
→ 13µM*, 102, -2%, 18µM*, ?, ., 15µM*, 0, 19
COc1cccc(CCNCc2cccc(C(F)(F)F)c2)c1
→ -16%, -28, 9%, -21%, -26%, -21%, 1%, -136*, -20
COC(=O)C1=C(c2ccccc2)C[C@@H]2CC[C@H]1N2C(=O)NCc1ccco1
→ 10%, 5, 0%, 11%, 8%, -38%[inhibitor], -3%, 9, -6
CC1(C)NC(=S)C(C)(C)N1N=O
→ 1%, 15, 5%, 1%, ?, -2%, -1%, 0, 3
Cc1ccc(Cn2c(C)c3cnn(CC(=O)N4CCC5(CC4)OCCO5)c(=O)c3c2C)cc1
→ ?, 4, -8%, ?, ?, ?, ?, -7, 5
O=C(CCN1CCCCC1)Nc1ccc(Cl)cc1C(=O)c1ccccc1
→ -10%, ?, 3%, -11%, 3%, -1%, -16%, -5, -16
O=c1c2ccccc2nc(/C=C/c2ccc(F)cc2)n1-c1ccccn1
→ 15%, -7, -1%, 35%, -16%, 12%, 8%, 7, 5
Cc1cc(C(=O)Nc2ccccc2)nn1C(C)(C)C
→ 9%, -5, 15%, ?, -14%, 1%, 0%, -4, -2
O=C1OCCC1C(=O)c1ccccc1 (centres undefined)
→ 13%, -12, -2%, 3%, 24%, ., 9%, -18, -5
Cc1ccc2c(c1)N(C(=O)CCC(=O)N1CCC3(CC1)OCCO3)CCO2
→ 9%, 0, -3%, -2%, -19%, -5%, 3%, -7, 5
O=C(CNS(=O)(=O)c1ccc(Br)s1)N1CCC2(CC1)OCCO2
→ 2%, -55*, 7%, 3%, 0%, -4%, -2%, 7, 9
Oc1ccc(CCNCc2cc3c(cc2Br)OCO3)cc1
→ -29%, 0, 5%, -6%, ?, ., -2%, ?, -10
Cc1c(N=Cc2c(O)n(Cc3ccco3)c(=O)[nH]c2=O)c(=O)n(-c2ccccc2)n1C
→ 11%, 4, -2%, 12%, ?, -2%, 4%, 7, 0
C=CCN1CC[C@]23c4c5ccc(O)c4OC2C(O)C=CC3[C@H]1C5 (some centres undefined)
→ 0%, -110*, -2%, 21%, -4%, -8%, 0%, 0, -95
Cc1cccc(N2CCN(C(=O)c3ccc(CNc4c(N5CCC(C)CC5)c(=O)c4=O)cc3)CC2)c1C
→ -2%, -6, 4%, -1%, -8%, 5%, -15%, 0, -11
C[C@H]1CC2C3CC=C4C[C@@H](O)CC[C@]4(C)C3CC[C@]2(C)[C@H]1O (some centres undefined)
→ 5%, 11, 12%, 6%, 18µM*, -4%, -25%, 69, 11

Of the compounds above, these have bromine:
Under each structure – HT1080 IDH1KD tx, DRD3 antagonist, GLP-1R agonist, HT1080NT lethal, KB-V1 MDR tox, SW480 rereplic, KB-3-1 cytotox, IL1B secr inh, D3 ag
O=C(CNS(=O)(=O)c1ccc(Br)s1)N1CCC2(CC1)OCCO2
→ 2%, -55*, 7%, 3%, 0%, -4%, -2%, 7, 9
Oc1ccc(CCNCc2cc3c(cc2Br)OCO3)cc1
→ -29%, 0, 5%, -6%, ?, ., -2%, ?, -10

Returning to the listing; the two compounds before the break are reprinted first.
Under each structure – HT1080 IDH1KD tx, DRD3 antagonist, GLP-1R agonist, HT1080NT lethal, KB-V1 MDR tox, SW480 rereplic, KB-3-1 cytotox, IL1B secr inh, D3 ag
Cc1cccc(N2CCN(C(=O)c3ccc(CNc4c(N5CCC(C)CC5)c(=O)c4=O)cc3)CC2)c1C
→ -2%, -6, 4%, -1%, -8%, 5%, -15%, 0, -11
C[C@H]1CC2C3CC=C4C[C@@H](O)CC[C@]4(C)C3CC[C@]2(C)[C@H]1O (some centres undefined)
→ 5%, 11, 12%, 6%, 18µM*, -4%, -25%, 69, 11
CC1CC=CCC12C(=O)NC(=S)NC2=O (centres undefined)
→ 12%, 34, 0%, 3%, 27%, -3%, -1%, 5, -10
O=C(CCc1ccc(O)cc1)N1C[C@H]2C[C@@H](C1)c1cccc(=O)n1C2
→ 1%, 2, -2%, 5%, 0%, -41%[inhibitor], 0%, 13, 25
Cc1ccc(NP(=O)(Oc2ccccc2F)Oc2ccccc2F)cc1
→ ?, 14, 3%, ?, ?, ?, -2%, -20, 3
O=C1CC(=O)N(c2cccc(F)c2)C(=O)N1
→ -1%, 7, -4%, 0%, ?, 4%, -2%, 15, -3
COC(=O)C1=C(c2ccc(OC(F)(F)F)cc2)C[C@@H]2CC[C@H]1N2C(=O)NC(C)C
→ 15%, 22, -1%, 12%, 12%, 4%, 17%, 0, 0
O=C1C(Br)C2CCC1C2C(=O)O (centres undefined)
→ -4%, -23, -1%, 2%, 19%, ., -14%, 3, -12
O=C(NC1CC2CCCC(C1)N2)c1ccccc1 (centres undefined)
→ 14%, 5, -1%, 13%, 13%, -1%, -9%, 4, 4
COc1ccc(CN2Cc3cnnn3-c3ccccc3C2C)cc1 (centres undefined)
→ ?, -16, 13%, -24%, ?, ?, 13µM*, 21, -36
CCCCOc1ccc(CC2C(=O)N(C)C(=O)N(C)C2=O)cc1
→ -4%, 5, 4%, -1%, -7%, 20%, -4%, 1, -1
CC(=O)O[C@@H]1[C@H]2CC[C@@H]3[C@]1(C[C@@H](OC(C)=O)[C@@]1(O)C([C@@H]4O[C@@H]4C1(C)C)[C@]3(C)O)C[C@@]2(C)O (some centres undefined)
→ 3%, 7, -3%, 15%, 1%, 0%, 6%, 11, 2
COc1ccc(CCNCc2ccc(SC)cc2)cc1
→ -21%, -53*, -3%, -29%, -23%, 21%, 1%, -10, -35
Cc1cc(Cl)ccc1C(=O)C1CCCN(Cc2ccon2)C1 (centres undefined)
→ 1%, -7, 8%, 0%, 16µM*, -12%, 4%, -10, -11
Nc1nnc(CCN2CCCCC2)s1
→ 17%, 0, -8%, 21%, ?, -3%, 11%, 22, 1
Cc1cccc(C#N)c1
→ 1%, 0, 2%, -19%, 18%, 2%, 0%, 0, 3
O=c1cc(CN2CC=C(c3ccccc3)CC2)c2c(ccc3ccccc32)o1
→ ?, -23, -4%, 16%, -29%, 12%, -14%, 26, -13
CCC(=NCc1ccco1)c1c(O)n(-c2ccccc2)c(=O)[nH]c1=O
→ 7%, -22, -4%, 10%, 0%, 1%, -1%, -3, -3
O=C1NC(=O)N(c2ccc3c(c2)OCO3)C(=O)/C1=C\c1ccsc1
→ -5%, -5, -8%, -8%, 0%, -14%, 1%, -3, 4

One compound at a time, as listed above. Order of values: HT1080 IDH1KD tx, DRD3 antagonist, GLP-1R agonist, HT1080NT lethal, KB-V1 MDR tox, SW480 rereplic, KB-3-1 cytotox, IL1B secr inh, D3 ag
Profile of O=C1NC(=O)N(c2ccc3c(c2)OCO3)C(=O)/C1=C\c1ccsc1 = -5%, -5, -8%, -8%, 0%, -14%, 1%, -3, 4
Profile of Cc1ccc(NP(=O)(Oc2ccccc2F)Oc2ccccc2F)cc1 = ?, 14, 3%, ?, ?, ?, -2%, -20, 3
Profile of Cc1cccc(C#N)c1 = 1%, 0, 2%, -19%, 18%, 2%, 0%, 0, 3

An excerpt; count on the stated rates, not on these rows.
